# UTI89 phage lysis: inhibition of K1F phage lysis, E. coli UTI89, bacterial capsule biogenesis inhibitors, alamar blue (AID 488966) | E. coli UTI89 K1F phage lysis, alamar blue, 2 h; higher % means a stronger effect | inhibition, % at 100 µM, or IC50 in µM where a hit was titrated | 340,000 compounds, 0.02% hits;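 active = phage lysis inhibition, versus mean bacterial control, above a set limit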;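 note: capsule biogenesis inhibitors block K1F phage lysis so surviving cells raise fluorescence; higher fluorescence means more inhibition of phage lysis; actives were called in the ten point dose series up to 300 µM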
# Dynein cargo inh: dynein cargo transport inhibition | 3617.4 mouse cells, GR-EGFP nuclear translocation imaging; test concentration mostly 20 µM; stimulated with dexamethasone, 1 µM; stronger effect = lower value | z-score, hits read low | 220,000 compounds, 0.47% hits;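 active = plate z-score of nuclear minus cytoplasmic receptor signal below a set negative limit, without overly bright fluorescence or cell loss, cut at about -3.5 in these data, passing the limit was not always enough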;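 note: z-score of nuclear minus cytoplasmic ring GR-EGFP intensity difference per well; some compounds called inactive have numbers as strong as hits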
#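 Schedule: 48 h induction, then 1 h compound, then 30 min agonist, 37 °C. Buffer or medium: tetracycline-free induction medium containing charcoal-stripped FBS. Reagent: 1.0 µM final dexamethasone stimulus. Evaluation: nuclear versus cytoplasmic GR-EGFP signal, averaged per well. Signal: high-content fluorescence imaging after fixation.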
# CSM14.1 death rescue: protection against thapsigargin-triggered cell killing – 384-well, CSM14.1, ATP luminescence, primary screen (AID 1222); CSM14.1 thapsigargin-induced death rescue, ATP luminescence; higher % means a stronger effect; cellular ATP content (survival), % at 20 µM, or EC50 in µM where a hit was titrated; 190,000 tested, under 10 active;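 active = EC50 below 50 µM in the dose-response confirmation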;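 note: death triggered by thapsigargin at about 15 µM added after 2 h compound pretreatment; cell ATP read after overnight thapsigargin exposure of roughly 18 to 22 hours; normalized against plate controls of thapsigargin alone and 5% DMSO vehicle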
# Autophagy mod: modulators of autophagy | MEF GFP-LC3 puncta imaging; test concentration mostly 10 µM | calls only at 10 µM (by protocol) | 190,000 compounds, 0.98% hits;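 active = percentage of spot-positive cells more than 3 SD above its plate mean, without a fluorescence outlier flag or 80% toxicity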;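 note: spot-positive cell cutoff set from DMSO-treated cells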
# b-catenin transl: beta-catenin nuclear translocation modulation; 190,000 compounds, 0.3% hits; HeLa beta-catenin nuclear translocation, immunofluorescence imaging; AID 1665; nuclear translocation activity, % at 5 µM;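 active = nuclear translocation activity above 50% at 5 µM, with a well cell count of 50 or more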;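 note: per-cell ratio of nuclear to cytoplasmic median beta-catenin stain intensity; plate controls were DMSO negative control for no effect and GSK-3 inhibitor IX positive control for full effect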
#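 test system = HeLa cells, endogenous beta-catenin | dosing = single 5 µM dose plus 0.02–20 µM confirmation series | times = compound treatment 24 h, 37°C, 5% CO2 | technique = beta-catenin immunofluorescence imaging with DAPI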
# Insulin prom up: MIN6 insulin promoter up-regulation | z-score at 5 µM | AID 1625 | 190,000 compounds, 0.3% hits | MIN6 insulin promoter-GFP reporter, high-content imaging; stronger effect = higher value;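 active = z-score above 3 at 5 µM with at least 500 cells counted in the well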
# P. falciparum M17LAP: P. falciparum M17LAP inhibitors, primary screen, biochemical, fluorogenic H-Leu-NHMec substrate, 1536-well (AID 1619). 220,000 compounds, 0.38% hits. recombinant M17LAP, H-Leu-NHMec fluorogenic kinetic assay; higher % means a stronger effect. inhibition, % at 30 µM, or IC50 in µM where a hit was titrated;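 active = compound inhibiting the enzyme by more than half at any dose during confirmatory dose-response retesting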;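 note: plate controls were full reaction with DMSO carrier for no effect and no enzyme background for full effect; strong numbers were not always called active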
# MT stabilize HCS: stabilizes microtubules in HeLa cells; HeLa tubulin immunostaining HCS, 24 h; share of cells brighter than vehicle mean+2SD; AID 2205; 200,000 compounds, 0.83% hits; % tubulin-high responders, % at 10 µM;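 active = plate Z-score above 3 for both tubulin-high and condensed-nucleus cell shares, with cell loss under 80%, at 10 µM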;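 note: anti alpha tubulin signal scored within the nucleus-defined area of each cell; some results filed as inactive read as strong as hits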
# P. falciparum M1AAP: P. falciparum M1AAP inhibitors, biochemical, fluorogenic H-Leu-NHMec substrate, 1536-well (AID 1445) | one-dose inhibition, % at 30 µM; IC50 in µM for titrated hits | 220,000 compounds, 0.42% hits | recombinant M1AAP, H-Leu-NHMec fluorogenic kinetic assay; higher % means a stronger effect;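 active = primary inhibition above the hit cutoff, then over 50% inhibition at one or more dose response concentrations, cut at about 23% in these data, passing the limit was not always enough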;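 note: plate controls were DMSO full reaction for no effect and no enzyme background for full effect; strong numbers were not always called active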
# Dynein cargo inh cytoplasmic EGFP: recorded beside Dynein cargo inh, whose call it bears; z-score; measured here: cytoplasmic GR-EGFP intensity; stronger effect = higher value
# Dynein cargo inh nuclear GR-EGFP: recorded beside Dynein cargo inh, whose call it bears; z-score; measured here: nuclear GR-EGFP intensity;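 lower value marks the stronger effect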
# Dynein cargo inh cell count: second read-out of Dynein cargo inh, no call of its own (marks repeat the call); z-score; measured here: cell count per field
# Insulin prom up cell count: second read-out of Insulin prom up, no call of its own (marks repeat the call); cell count; measured here: cytotoxicity, nuclei count;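 total cells summed across four imaged fields per well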
# b-catenin transl cell count 5 µM: also measured in b-catenin transl; calls as there; cell count; measured here: cell count, cytotoxicity flag
# MT stabilize HCS Hoechst-high %: second read-out of MT stabilize HCS, no call of its own (marks repeat the call); % Hoechst-high responders; measured here: nuclear condensation Hoechst responders;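 share of cells brighter than vehicle mean plus two SD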
# MT stabilize HCS cytotoxicity %: also measured in MT stabilize HCS; calls as there; toxicity, %; measured here: cytotoxicity by cell density;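 0% = mean cell density of plate MIN control wells and 100% = no cells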
# Autophagy mod cell loss 18 h: recorded beside Autophagy mod, whose call it bears; toxicity, %; measured here: cell loss, nuclei count;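 cell loss after 18 h compound exposure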
# Numbers without * were called inactive; i = inactive; x = not tested or not shown; [ ] = dose if it differs, or a comment.
compound,UTI89 phage lysis,Dynein cargo inh,Dynein cargo inh cytoplasmic EGFP,Dynein cargo inh nuclear GR-EGFP,Dynein cargo inh cell count,CSM14.1 death rescue,Autophagy mod,Autophagy mod cell loss 18 h,b-catenin transl,b-catenin transl cell count 5 µM,Insulin prom up,Insulin prom up cell count,P. falciparum M17LAP,MT stabilize HCS,MT stabilize HCS Hoechst-high %,MT stabilize HCS cytotoxicity %,P. falciparum M1AAP
C/C(CC1(O)C(=O)Nc2ccccc21)=N\O (stereo unspecified),0.5%,0.13,0.43,0.32,-1.5,-0.9%,i,-3,x,x,0.1,765,4%,2.2,1.3,5.9,0%
CC(=O)Nc1c(O)nc(SCc2ccccc2C#N)[nH]c1=O,1.4%[50 µM],0.42,-0.26,0.12,-0.62,-2.0%,i,-13,-1.4,960,-0.18,1351,14%,4.6,2.7,6.6,8%
CC(=O)NCC(=O)OCC(=O)c1ccc(Cl)cc1,0.5%,1.3,-0.12,1.7,-1.9,-2.4%,i,13,1.2,874,0.9,1593,14%,1.1,0.9,3.1,-2%
CCN(Cc1ccncc1)Cc1c(O)ccc2cc(Br)ccc12,x,-0.75,-0.22,-0.76,1.1,-2.2%,i,-1,0.2,1015,1,1123,36%,2.6,3.1,0.4,12%
CC(C)C(=O)NNC(=O)c1c(O)c2ccccc2[nH]c1=O,-0.2%,-0.38,-0.26,0.21,-0.042,x,x,x,0.7,1281,-0.18,1063,16%,x,x,x,14%
CCCC(c1nnnn1C(C)(C)C)N1CCN(Cc2ccccc2)CC1 (stereo unspecified),-0.6%,-0.2,-0.28,0.26,0.4,0.5%,i,-17,0.4,937,0,1643,x,1.5,0.7,4.7,x
c1ccc(-c2nn3c(Cn4nnc5ccccc54)nnc3s2)nc1,-0.1%,1.2,-0.2,0.98,-1.1,-4.2%,i,-3,x,x,1.3,1298,18%,2.1,0.4,33,3%
CC(=O)Nc1ccc(Nc2ncnc3ccccc23)cc1,x,0.27,-0.25,0.57,-0.34,x,x,x,0.0,1305,-0.11,1115,-3%,x,x,x,2%
CC(C)CC(=O)/C=C/n1c(=S)oc2ccccc21,0.0%,-4*,1*,-2.2*,-0.13*,-1.3%,i,-6,-4.9,1117,-0.32,1290,-23%,2.1,2.6,7.7,-2%
COCCN(CC(=O)NCc1ccccc1)C(=O)CCC(=O)Nc1nccs1,0.6%,2.6,-0.17,1.4,-1.4,-1.0%,i,7,-3.4,957,0.03,1308,5%,3.6,1.5,0.1,1%
Cc1ccc(C)c(N2CCN(c3nc4ccccc4c(=O)n3Cc3ccccc3)CC2)c1,-0.2%,0.62,-0.13,0.42,-0.64,3.0%,i,12,0.3,1147,-1.8,1041,12%,2.1,3.1,8.4,5%
COc1ccc(CCN2C(=O)CCC2(C)C(=O)NCc2cccnc2)cc1OC (stereo unspecified),2.0%,-0.075,-0.23,0.032,-0.32,-2.6%,i,3,1.8,891,0.72,1148,7%,1.6,1.5,5.8,2%
Cc1cccnc1NC(=O)Cn1nc(C)c([N+](=O)[O-])c1C,0.1%,2.4,-0.11,1.1,-1.4,0.4%,i,0,-7.6,1280,-0.44,992,9%,2.4,1.2,4.4,10%
CCOC(=O)CCN(Cc1cccs1)S(=O)(=O)c1ccc(F)cc1,1.7%,-0.53,-0.2,-0.023,-0.24,-0.4%,i,13,-3.6,970,0.67,1344,7%,5.3,2.8,6.6,4%
CCCNC(=S)Nc1ccc(F)cc1F,x,0.58,-0.23,0.28,-0.71,x,x,x,0.2,1368,0.5,1328,5%,x,x,x,5%
O=C(O)/C=C/C(=O)NC1CCCCCCCCCCC1,-0.8%,0.23,-0.26,0.017,0.021,x,x,x,1.4,1283,-1.3,1443,1%,x,x,x,0%
CNC(=S)NNc1nncc2ccccc12,0.5%,0.086,-0.31,0.72,0.21,-1.2%,i,-13,-3.2,1072,0.21,1551,11%,0.8,1.1,4.1,0%
Cc1ccc(C(=O)Nc2cccc(N(C)S(C)(=O)=O)c2)cc1S(=O)(=O)Nc1ccccc1,0.5%,0.78,-0.21,0.98,0.33,-1.7%,i,-8,2.2,1363,-1.4,1121,-2%,3.1,2.2,6.9,-1%
O=C(c1ccccn1)N1N=C2/C(=C/c3ccccc3)CCCC2C1c1ccccc1 (stereo unspecified),0.1%,-0.44,-0.22,-0.15,0.73,-1.5%,i,5,1.1,455,-0.38,1213,-12%,4.1,1.8,8.8,8%
COc1cccc(NC(=O)NC(C)C2CC3CCC2C3)c1 (stereo unspecified),0.2%,-1.1,-0.33,0.048,0.98,-0.4%,i,8,-0.4,1016,-0.5,1652,3%,3.9,1.7,18,3%
Nc1ccc(Cc2ccccn2)cc1,0.5%,-0.74,-0.32,-0.43,0.95,0.6%,i,-3,-0.1,925,-0.24,1422,-6%,1.4,2.0,7.6,5%
C=CCn1c(SCc2nc3cc(C(=O)OC)ccc3c(=O)[nH]2)nc2sc(CC)cc2c1=O,0.2%,-0.63,-0.23,-0.072,1.1,-1.0%,i,3,0.9,948,0.15,1210,0%,1.0,2.2,8.7,-2%
O=C(c1ccccc1NS(=O)(=O)c1cccc2cccnc12)N1CCOCC1,-0.6%,0.092,-0.25,0.13,0.33,-0.6%,i,1,-0.4,1079,0.07,1126,11%,1.8,1.5,5.2,-1%
Cc1nc2ccc(NC(=O)c3cccs3)cc2c(=O)n1Cc1ccc(Cl)cc1,0.1%,1.2,-0.048,0.56,-1.3,0.0%,i,15,1.7,1005,-0.6,1691,15%,4.7,1.0,5.8,3%
COc1ccc(OC)c(C(=O)CSc2nnc(-c3cccs3)o2)c1,-0.1%,1.3,0.15,1,-1.6,1.1%,i,1,-6.9,1002,-0.46,936,-3%,2.3,0.8,5.6,9%
Cc1cc2nnc(SCC(=O)N(C)C3CCS(=O)(=O)C3)n2c2ccccc12 (stereo unspecified),0.1%,3,-0.036,3.7,-1.3,-0.7%,i,-10,-5.6,1114,0.29,1354,33%,3.0,2.2,5.4,3%
CCC1(CC)Cc2ccccc2C(Nc2c(C)n(C)n(-c3ccccc3)c2=O)=N1,1.1%,0.83,-0.17,0.84,-0.26,-1.0%,i,-3,0.1,1070,0.06,832,-10%,0.8,1.2,3.6,4%
O=C(O)CCC(NC(=O)C(Cc1ccc2c(c1)OCO2)NC(=O)c1ccccc1)C(=O)O (stereo unspecified),x,-0.48,-0.41,-0.12,0.62,1.0%,i,-2,-5.5,1206,0.35,895,46%,2.5,2.5,11,-2%
N#C/C(=C\c1ccco1)C(=O)NCC1CCCO1 (stereo unspecified),-0.2%,-0.026,-0.016,0.11,0.33,3.3%,i,-1,1.4,1042,x,x,35%,2.0,1.7,5.1,8%
O=C1CCCC(=O)C1=C1SCCS1,1.9%[50 µM],-0.017,-0.23,0.011,0.25,3.2%,i,-1,-1.4,547,-0.23,1371,14%,1.4,2.8,9.3,4%
COc1ccc(-n2nc(C(=O)NCC(=O)Nc3ccccn3)c3ccccc3c2=O)cc1Cl,0.3%,0.7,-0.19,0.99,-0.011,4.5%,i,-35,x,x,x,x,-9%,3.7,1.6,6.3,0%
Cc1cc(NC(=O)CSCc2ccc([N+](=O)[O-])cc2)no1,0.4%,1,-0.22,1.3,-1.3,-1.2%,i,-6,-3.2,899,-0.11,1644,3%,1.5,2.2,7.2,1%
CCC(=O)N(Cc1cc(=O)[nH]c2ccccc12)c1ccc(C)cc1,2.7%[50 µM],-0.12,-0.28,-0.47,-0.11,x,x,x,-3.1,1206,-0.45,1421,13%,x,x,x,4%
COCCN1C=C2C(=O)C(C)(OC(=O)c3cccs3)C(=O)C=C2C=C1CCCC(=O)OC (stereo unspecified),-0.1%,-0.16,-0.79,-0.031,0.37,x,x,x,1.7,1113,0.73,523,6%,x,x,x,2%
O=C(COc1ccc2ccccc2c1Br)N1CCOCC1,2.0%,-0.25,-0.18,0.27,-0.83,-0.9%,i,5,-1.8,1223,0.35,1133,23%,1.9,2.6,50,-1%
CC1(C)Cc2noc(N)c2C(C)(C)N1O,0.0%,-0.75,-0.28,-0.63,0.7,1.4%,i,0,-1.1,1131,0.06,1204,2%,3.7,1.5,1.1,-2%
CCN1CCN(c2oc(-c3ccc([N+](=O)[O-])cc3)nc2C#N)CC1,x,-0.47,-0.81,-0.57,0.23,x,x,x,-1.0,1373,-0.33,1011,2%,x,x,x,3%
CC1CCN(C2=C(NS(=O)(=O)c3ccccc3)C(=O)c3ccccc3C2=O)CC1,-1.2%[50 µM],0.59,-0.29,0.17,-0.31,x,x,x,-0.9,1328,1.2,1112,-7%,x,x,x,12%

# Hits appear at their usual frequency; 2.9% or so of the library scored in one or more.
